# Assay outcomes (PubChem)
# M1AAP inhibition: P. falciparum M1AAP inhibitors, biochemical, fluorogenic H-Leu-NHMec substrate, 1536-well (AID 1445) | Aminopeptidase N (Plasmodium falciparum (isolate 3D7)) | recombinant M1AAP, H-Leu-NHMec fluorogenic kinetic assay; higher % means a stronger effect | inhibition, % at 30 µM, or IC50 in µM where a hit was titrated | 220,000 compounds, 0.42% hits;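 active means primary inhibition above the hit cutoff, then over 50% inhibition at one or more dose response concentrations, cut at about 23% in these data, passing the limit was not always enough; inconclusive means conflicting primary data, or primary hits not chosen for dose response; inactive means low primary inhibition, or under 50% at every dose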;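 further: plate controls were DMSO full reaction for no effect and no enzyme background for full effect; strong numbers were not always called active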
# K1F lysis inhibition: inhibition of K1F phage lysis, E. coli UTI89, bacterial capsule biogenesis inhibitors, alamar blue (AID 488966); inhibition, % at 100 µM; hits with a dose series show IC50 in µM; E. coli UTI89 K1F phage lysis, alamar blue, 2 h; higher % means a stronger effect; 340,000 compounds, 0.02% hits;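 active means phage lysis inhibition, versus mean bacterial control, above a set limit; inconclusive means no clear call, values can overlap the other calls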;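 further: capsule biogenesis inhibitors block K1F phage lysis so surviving cells raise fluorescence; higher fluorescence means more inhibition of phage lysis; actives were called in the ten point dose series up to 300 µM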
# TNAP activation fold: human TNAP enzyme activators, primary screen, biochemical, luminescent, no phosphate acceptor, uHTS (AID 1001) | purified TNAP, luminescent activation assay, no phosphate acceptor; higher activation fold means a stronger effect | activation fold at 20 µM; hits with a dose series show EC50 in µM | 200,000 compounds, 0.03% hits; in the data active means activation fold from about 3, or a potency from the dose series; inactive means the rest, 99 in 100 with activation fold below about 1.6; further: many of its hits are not listed in these tables
# human PMI inhibition: inhibitors of human PMI, primary screen, biochemical, fluorescence intensity, coupled assay (AID 1209). Mannose-6-phosphate isomerase (Homo sapiens). inhibition, % at 20 µM; hits with a dose series show IC50 in µM. 190,000 compounds, 0.42% hits. purified PMI enzyme, coupled fluorescence intensity; higher % means a stronger effect;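 further: plate controls were DMSO vehicle for no effect and wells lacking substrate for full effect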
# West Nile virus CPE: West Nile virus antiviral activity, cell-based, CPE readout (AID 1621). West Nile virus-infected cells, CPE inhibition; higher % means a stronger effect. one-dose CPE inhibition, % at 10 µM; IC50 in µM for titrated hits. 290,000 compounds, 0.02% hits; in the data active means a potency from the dose series; inconclusive means CPE inhibition mostly from about 3.7% at the one dose, without a potency; inactive means the rest, 99 in 100 with CPE inhibition below about 2.2%; further: strong numbers were not always called active
# T cell HTS: modulators of CD8 T cell-vesicle binding, primary screen, mouse 2C CD8+ T cells, flow cytometry | AID 2052, 2009 | 2C CD8+ T cell-vesicle binding; stronger effect = lower value | calls only at 7 µM | 330,000 compounds, 0.068% hits;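 active means response, share of CD8 T cells binding vesicles, and their 90th percentile fluorescence all below set limits, cut at about 80% in these data, passing the limit was not always enough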
#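 Benchmarks: naked versus QL9-loaded vesicles / Assay system: purified 2C TCR transgenic mouse naive CD8+ T cells / Technique: high-throughput flow cytometry with anti-B7-1 and anti-CD8 staining / Timing: Cell–vesicle co-incubation 1.5 h at 37 °C, staining 20 min on ice / Read-out: percent CD8+ FL2 mean versus row control / Probe or stimulus: QL9-loaded Drosophila micro-vesicles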
# human PMI inhibitors: human PMI inhibitors, high substrate, primary screen, biochemical, fluorescence intensity, high mannose 6-phosphate (AID 1220). inhibition, % at 20 µM; hits with a dose series show IC50 in µM. Mannose-6-phosphate isomerase (Homo sapiens). 190,000 compounds, 0.66% hits. recombinant PMI enzyme, coupled fluorescence intensity; higher % means a stronger effect
# P. falciparum M17LAP: P. falciparum M17LAP inhibitors, primary screen, biochemical, fluorogenic H-Leu-NHMec substrate, 1536-well (AID 1619) | Leucine aminopeptidase (Plasmodium falciparum (isolate 3D7)) | recombinant M17LAP, H-Leu-NHMec fluorogenic kinetic assay; higher % means a stronger effect | one-dose inhibition, % at 30 µM; IC50 in µM for titrated hits | 220,000 compounds, 0.38% hits;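 active means compound inhibiting the enzyme by more than half at any dose during confirmatory dose-response retesting; inconclusive means strong single-dose inhibitors picked by rank but not retested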;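 further: plate controls were full reaction with DMSO carrier for no effect and no enzyme background for full effect; strong numbers were not always called active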
# RSV CPE inhibition: RSV antiviral activity via CPE protection, HEp-2 cells, primary 10 µM value included (AID 2391). HEp-2 cells, RSV-induced CPE inhibition; higher % means a stronger effect. CPE inhibition, % at 10 µM; hits with a dose series show IC50 in µM. 310,000 compounds, 0.13% hits; in the data active means a potency from the dose series; inconclusive means CPE inhibition mostly from about 23% at the one dose, without a potency; inactive means the rest, 99 in 100 with CPE inhibition below about 21%; further: strong numbers were not always called active
# T cell HTS vesicle-bound %: also measured in T cell HTS; calls as there; double positive events, %; measured here: CD8+ vesicle-bound cell fraction;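 binding gate set so that unloaded-vesicle control wells show 10% double positive cells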
# An asterisk follows results filed as active; i = inactive; ? = inconclusive; · = not tested or not shown; [ ] = remark or other dose. Unless noted, no stated cut-off is given here; in the data, active means inhibition above about 50%; inactive means the rest. Compounds were not picked by outcome; overall some 1.5% were active at least once.
SMILES,M1AAP inhibition,K1F lysis inhibition,TNAP activation fold,human PMI inhibition,West Nile virus CPE,T cell HTS,T cell HTS vesicle-bound %,human PMI inhibitors,P. falciparum M17LAP,RSV CPE inhibition
CC(C)(C)CC(C)(C)c1ccc(O)c(CN2CCN(CCC#N)CC2)c1,-4%,-0.1%,0.9,4%,-1.7%,i,13,5%,6%,0.2%
COc1ccc(-c2nn(-c3ccccc3)cc2C(=O)NC(=S)NNC(=O)c2ccncc2)cc1,-15%,-0.3%,2,-5%,-1.1%,i,5,-17%,-4%,1.4%
O=[N+]([O-])c1ccc(Oc2ccc(S(=O)(=O)Nc3ccccc3)cc2)cc1,7%,-0.6%[50 µM],1.1,20%,-0.2%,i,42,6%,7%,0.7%
Cn1c(=O)c2ccccc2n(Cc2ccccc2Cl)c1=O,·,-0.4%,·,·,-2.1%,i,36,·,·,4.9%
Cc1cc(NC(=O)c2sc(Nc3cccc(C(F)(F)F)c3)nc2N)no1,18%,0.6%,1.1,-6%,-0.4%,i,50,6%,13%,?
Cc1c(CCC(=O)N[C@@H](C)C(=O)O)c(=O)oc2cc3occ(-c4ccccc4)c3cc12,·,0.0%[50 µM],·,·,0.0%,i,41,·,·,1.8%
CCOC(=O)c1ccc(NC(=O)CNC(=O)C2CCCCC2)cc1,2%,0.0%,1,9%,-0.7%,i,40,9%,-10%,-0.8%
CCOC(=O)C(Cc1ccc(OC)c([N+](=O)[O-])c1)NC(=O)CCC(=O)Nc1ccc(C)cc1 (stereo not drawn),1%,0.2%,1.1,1%,0.5%,i,30,-2%,16%,-1.6%
COc1ccc(NC2CCCCC2NS(=O)(=O)c2ccc(C)cc2)cc1 (stereo not drawn),·,1.1%,·,·,0.7%,i,24,·,·,3.3%
Cn1cc(CNCCCn2ncc3ccccc32)c(-c2ccccc2F)n1,1%,0.4%,1.1,9%,-1.0%,i,12,4%,1%,-0.7%
C=CCSc1nc2ccccc2[nH]1,3%,-0.1%,1.1,6%,0.6%,i,35,6%,-3%,1.3%
CC(NC(=O)C12CC3CC(CC(C3)C1)C2)C(=O)N/N=C/C1=C(N2CCOCC2)C(=C\c2ccccc2)/CC1 (stereo not drawn),6%,0.5%,1.1,25%,-0.6%,i,6,10%,9%,12%
COc1ccc(C(=O)C23CC4CC(C2)CC(C(=O)c2ccc(OC)cc2)(C4)C3)cc1,3%,-0.1%,1.1,11%,-1.1%,i,60,5%,-4%,4.5%
Cc1ccc2cc3cc(C(=O)NCCCN4CC(C)CC(C)C4)oc3nc2c1 (stereo not drawn),·,-0.2%,·,·,0.1%,i,32,·,·,1.2%
COCCOC(=O)C1=C(C)NC2=C(C(=O)CC(c3cccs3)C2)C1c1ccsc1 (stereo not drawn),13%,-0.6%,1.2,11%,0.1%,i,55,23%,-10%,11%
CCN(CC)C(=O)C12C(=O)Oc3ccccc3C1C2(C)C(=O)c1ccc(F)cc1 (stereo not drawn),-1%,-0.2%,·,·,-0.5%,i,46,·,7%,·
CCn1cc(C(=O)NCC(=O)NC(C)(C)CO)c(=O)c2cc3c(cc21)OCO3,·,0.4%[50 µM],·,·,1.4%,i,8,·,·,0.2%
CC(C)CCN1CC(=O)N2Cc3[nH]c4ccccc4c3C[C@H]2C1=O,·,0.0%,·,·,-0.6%,i,47,·,·,0.4%
CSc1nsc(SC)c1NC(=O)N1CCCCC1,1%,1.0%,1.1,-8%,0.3%,i,44,-8%,-7%,1.5%
CCCCCn1c(=O)[nH]c2cc(C(=O)N3CCN(c4ccc(C(C)=O)cc4)CC3)ccc2c1=O,·,0.0%,·,·,-0.2%,i,16,·,·,3.2%
Cc1nnn(-c2nonc2N)c1C(=O)N/N=C/c1ccccc1O,5%,6.4%,1.8,-19%,-1.2%,i,36,-22%,12%,1.5%
O=C(CCn1cnc(-c2ccccc2)c1-c1ccccc1)N/N=C/c1ccc(O)cc1,4%,0.4%,1,13%,-0.4%,i,60,10%,0%,4.1%
COc1ccccc1NC(=O)CCC(=O)Nc1nnc(C(F)(F)F)s1,-3%,-1.7%,1.1,-6%,0.0%,i,39,-5%,-1%,1.1%
Cc1cc(N2CCN(c3ccccn3)CC2)n2nc(C)nc2n1,·,1.6%,·,·,-0.1%,i,39,·,·,1.6%
O=C(Nc1nc2ccccc2s1)C1CCCN1S(=O)(=O)c1ccc(Cl)cc1 (stereo not drawn),9%,0.7%,1.1,28%,-0.7%,i,51,26%,17%,20%

# In the list so far, these contain a CF3 group.
SMILES,M1AAP inhibition,K1F lysis inhibition,TNAP activation fold,human PMI inhibition,West Nile virus CPE,T cell HTS,T cell HTS vesicle-bound %,human PMI inhibitors,P. falciparum M17LAP,RSV CPE inhibition
Cc1cc(NC(=O)c2sc(Nc3cccc(C(F)(F)F)c3)nc2N)no1,18%,0.6%,1.1,-6%,-0.4%,i,50,6%,13%,?
COc1ccccc1NC(=O)CCC(=O)Nc1nnc(C(F)(F)F)s1,-3%,-1.7%,1.1,-6%,0.0%,i,39,-5%,-1%,1.1%

# Going on with the list.
SMILES,M1AAP inhibition,K1F lysis inhibition,TNAP activation fold,human PMI inhibition,West Nile virus CPE,T cell HTS,T cell HTS vesicle-bound %,human PMI inhibitors,P. falciparum M17LAP,RSV CPE inhibition
COc1ccc(Cl)cc1NC(=S)NCc1ccccn1,2%,0.1%,1.1,10%,-0.5%,i,8,3%,11%,2.3%
Cc1ccc(NC(=O)COC(=O)CNC(=O)c2cccc([N+](=O)[O-])c2)cc1S(=O)(=O)N1CCCCCC1,9%,-1.0%[50 µM],1,6%,-0.1%,i,31,6%,-8%,0.0%
Cc1cccc(OCC(=O)NCCNC(=O)c2ccccn2)c1,·,0.0%,·,·,-0.3%,i,12,·,·,0.5%
Cc1ccc(S(=O)(=O)N2CCc3c2cc([N+](=O)[O-])cc3[N+](=O)[O-])cc1,·,0.0%,·,·,-1.9%,i,17,·,·,3.5%
COc1ccc(-c2n[nH]c(=S)nc2-c2ccc(OC)cc2)cc1,·,0.2%,·,·,-1.3%,i,23,·,·,2.6%
Cc1ccccc1CC(=O)N1CCCC(CNC(=O)c2ccc(F)cc2)C1 (stereo not drawn),·,0.5%,·,·,-0.3%,i,40,·,·,1.3%
Cc1cc(NC(=O)c2noc3c2CCCC3)n(-c2ccccc2)n1,-4%,4.7%,1,1%,-0.2%,i,40,-3%,2%,-0.1%
CC(C)[C@H](NS(=O)(=O)c1cccc(Cl)c1)C(=O)OCC(=O)N1CCN(c2ccccc2)CC1,-1%,3.4%,1,-45%,-1.4%,i,13,-95%,6%,2.8%
CCOC(=O)C1(CCOc2ccccc2)CCN(Cc2cnc(C)s2)CC1,7%,0.0%,1.1,10%,-1.9%,i,13,9%,-2%,8.6%
CCOc1ccccc1N=Cc1c(O)c2ccccc2oc1=O,·,0.2%,·,·,-0.6%,i,61,·,·,1.0%
CCOC(=O)Cn1ncc(-c2ccccc2)c1N,8%,0.0%,1.1,5%,0.7%,i,39,11%,6%,1.0%
CCN(CC)CCCCOc1ccccc1OC,0%,5.0%,1.1,9%,-0.7%,i,28,14%,15%,0.7%
COc1ccc(C(=O)N2CCN(C(=O)Cc3ccccc3)CC2)cc1OC,1%,4.0%,1.1,-1%,-0.6%,i,22,-2%,-2%,0.3%
[O-][n+]1cccc2ncc3cscc3c21,8%,0.2%,1,-12%,0.0%,i,27,1%,0%,1.5%
COC(=O)C1=C(O)/C(=C\c2cc(C)n(-c3ccccc3C)c2C)N=C1C,5%,3.1%,0.9,-34%,-0.5%,i,10,-61%,5%,3.3%
CCCCOc1ccc(C(=O)Nc2ccc(S(=O)(=O)Nc3cc(C)on3)cc2)cc1OC,9%,0.0%,1.1,-3%,0.0%,i,17,-3%,-5%,1.4%
COCC(=O)Nc1nc2ccc(C)cc2s1,6%,-0.5%,1.1,4%,0.2%,i,26,1%,0%,2.9%
CCOC(=O)c1ccc(NC(=O)NC2CC3CCC(C2)N3Cc2nnnn2C(C)(C)C)cc1 (stereo not drawn),6%,1.3%,1,-3%,-0.7%,i,23,1%,-4%,0.7%
Cn1c(=O)c([N+](=O)[O-])c(NCC2CCCO2)c2ccccc21 (stereo not drawn),2%,0.4%,·,·,-0.2%,i,56,·,-1%,·
NNC(=O)c1csc(-c2ccccc2)n1,1%,-0.1%,·,·,0.0%,i,52,·,-2%,·
O=C(CNC(=O)c1cccnc1)N/N=C/c1cccnc1,·,-0.6%[50 µM],·,·,-0.6%,i,33,·,·,0.1%
O=C(Nc1ccccc1Cl)N1CCN(c2ncccn2)CC1,0%,0.8%,1.1,9%,-0.2%,i,62,8%,17%,2.3%
Cc1ccc(/C([O-])=C(/C(=S)NCc2ccc3c(c2)OCO3)[n+]2ccc(N(C)C)cc2)c(C)c1,6%,0.2%,1.2,-1%,-0.5%,i,2,6%,2%,1.2%
COc1ccc2c(c1)C(c1ccc(N3CCOCC3)cc1)=NNC(c1cccnc1)=N2,5%,1.7%,1.2,16%,-0.5%,i,7,12%,3%,2.6%
C=C(C)c1cccc(C(C)(C)NC(=O)NC2CCCC2)c1,3%,1.7%,1.1,5%,-1.3%,i,53,5%,-4%,3.4%
CCCCN(C(=O)CNC(=O)c1cccs1)C(C(=O)NC1CCCC1)c1ccncc1 (stereo not drawn),6%,-0.1%,1.1,·,0.3%,i,55,·,-3%,-0.8%
C=CCOc1cccc(C2C(C(=O)c3ccco3)=C(O)C(=O)N2Cc2ccco2)c1 (stereo not drawn),·,0.1%,·,·,0.1%,i,23,·,·,8.0%
CNC(=O)C(C#N)(Cc1cc(C(C)=O)ccc1OC)Cc1cc(C(C)=O)ccc1OC,·,0.1%,·,·,-0.4%,i,48,·,·,2.1%
CC(=O)N=c1sccn1CC(O)c1ccc(Br)cc1 (stereo not drawn),·,0.4%,·,·,-0.8%,i,22,·,·,1.4%

# An excerpt from above in order of the RSV CPE inhibition value, smallest number first.
smiles	RSV CPE inhibition
O=C(CNC(=O)c1cccnc1)N/N=C/c1cccnc1	0.1%
COc1ccc(C(=O)N2CCN(C(=O)Cc3ccccc3)CC2)cc1OC	0.3%
CC(C)[C@H](NS(=O)(=O)c1cccc(Cl)c1)C(=O)OCC(=O)N1CCN(c2ccccc2)CC1	2.8%
